# Compound activity (PubChem BioAssay)
# tuberculosis growth – growth inhibition of non-replicating M. tuberculosis (AID 488890); Mycobacterium tuberculosis non-replicating, growth inhibition; higher % means a stronger effect; inhibition, % at 25 µM, or IC50 in µM where a hit was titrated; hit rate 0.39% among 320,000; in the data active = a potency from the dose series; inconclusive = inhibition mostly from about 82% at the one dose, without a potency; inactive = the rest, 99 in 100 with inhibition below about 76%;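 also: plate controls were DMSO cells for no effect and high antibiotic wells for full effect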
# M. tuberculosis HTS – M. tuberculosis growth inhibition, HTS (AID 449762) | M. tuberculosis H37Rv growth inhibition, 7H9 media; higher % means a stronger effect | inhibition, % at 25 µM, or IC50 in µM where a hit was titrated | hit rate 0.59% among 330,000; in the data active = a potency from the dose series; inconclusive = inhibition above about 70% without an active follow-up result;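 also: bacterial growth assessed after seven days of incubation; strong numbers were not always called active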
# PhoP GFP inhibition – Inhibition of PhoP regulon, Salmonella typhi GFP reporter cells, confirmation, 4 h (AID 1850) | hit rate 0.33% among 310,000 | inhibition, % at 50 µM; hits with a dose series show IC50 in µM | Salmonella Typhi PhoP-promoter GFP reporter, fluorescence, 4 h; higher % means a stronger effect; in the data active = a potency from the dose series; inconclusive = inhibition mostly from about 25% at the one dose, without a potency; inactive = the rest, 99 in 100 with inhibition below about 19%;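 also: 0% = induced wells with vehicle and 100% = uninduced wells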
# VEEV TC-83 Vero – inhibitors of VEEV TC-83 cytopathic effect, confirmation, Vero cells (AID 588727); inhibition, % at 20 µM; hits with a dose series show IC50 in µM; Vero cells, VEEV TC-83 cytopathic effect inhibition; higher % means a stronger effect; hit rate 0.13% among 350,000; in the data active = a potency from the dose series; inconclusive = inhibition mostly from about 14% at the one dose, without a potency; inactive = the rest, 99 in 100 with inhibition below about 12%; also: strong numbers were not always called active
# influenza NS1A – H1N1 influenza NS1A inhibitors, functional cell based assay (AID 504329) | one-dose inhibition, % at 12.5 µM; IC50 in µM for titrated hits | hit rate 0.3% among 340,000 | NS1A functional cell-based assay, percent inhibition; higher % means a stronger effect; in the data active = a potency from the dose series; inconclusive = inhibition above about 27% without an active follow-up result; also: strong numbers were not always called active
# VEEV TC-83 Vero 10K pilot screen – also measured in VEEV TC-83 Vero; calls as there; inhibition, %; measured here: 10K pilot screen inhibition
# * marks the source's active call; other numbers are inactive results; i = inactive; ? = inconclusive; . = no result given.
SMILES,tuberculosis growth,M. tuberculosis HTS,PhoP GFP inhibition,VEEV TC-83 Vero,influenza NS1A,others
CC(Oc1ccc(S(=O)(=O)N2CCCC2)cc1[N+](=O)[O-])C(=O)NC(C)c1ccccc1 (centres undefined),1%,5%,2%,8.1%,-14%,
Cc1ccc(NC(=S)N2CCC(NC(=O)c3ccc(C)cc3)CC2)cc1,-6%,-5%,1%,0.4%,4%,
COc1cc(/C=N/NC(=O)C[n+]2ccccc2)cc(OC)c1OC,-10%,8%,9%,i,-2%,
CCN(C(=O)CSc1ncccn1)c1cccc2ccccc12,21%,7%,.,0.9%,0%,
O=C1c2ccccc2C(=O)N1CCc1ccccn1,0%,-7%,-4%,3.1%,4%,
CCOC(=O)c1cc(C#N)c(SCC(=O)c2cc(C#N)c(SC)nc2C)[nH]c1=O,21%,-8%,-9%,i,2%,
O=C(NCCc1ccccc1)C1CCC(=O)N(CCCN2CCCC2=O)C1 (centres undefined),-13%,1%,-1%,0.2%,-1%,
CCOC(=O)N1CCC(NC(=O)C2CCCN(S(C)(=O)=O)C2)CC1 (centres undefined),-2%,-5%,4%,0.1%,5%,
O=C(CSC1=Nc2ccccc2C2=NC(CC(=O)NCc3ccco3)C(=O)N12)NCc1ccco1 (centres undefined),2%,0%,-9%,4.1%,3%,
COC(=O)c1c(NC(=O)CN2CCOCC2)sc2c1CCC(C)C2 (centres undefined),20%,3%,1%,4.9%,7%,
COC(=O)C(C(=O)OC)C(C[N+](=O)[O-])c1ccc(OC)c(OC)c1 (centres undefined),-1%,2%,2%,0.8%,0%,
O=C(NN1C(=O)c2ccccc2C1=O)c1ccc2c(c1)C(=O)N(CC1CCCO1)C2=O (centres undefined),-7%,-1%,-14%,0.2%,1%,
O=[N+]([O-])c1cc(-c2cnc3ccccc3n2)ccc1Oc1ccc(Cl)cc1,70%,0%,-5%,i,-5%,
COc1ccc2[nH]cc(C3N4CC5(C)CN3CC(C)(C4)C5=O)c2c1 (centres undefined),3%,-11%,-11%,1.5%,-7%,
C=CCNC(=O)C1CCC(=O)N1S(=O)(=O)c1ccc(C)cc1 (centres undefined),0%,-2%,-6%,i,-26%,
NS(=O)(=O)c1cccnc1Nc1cccc(Cl)c1Cl,0%,7%,10%,1.6%,1%,
O=C(NC(=S)NNC(=O)c1cnccn1)c1ccc(F)cc1,-10%,1%,36µM*,11%,2.9µM*,
CC(=O)Nc1ccc(S(=O)(=O)NCCC(=O)Nc2cccc(Cl)c2)cc1,6%,2%,0%,4.3%,4%,
O=C1C(CSCc2ccccc2)NC(=S)N1c1ccccc1 (centres undefined),1%,-1%,12%,3.3%,.,
CC(Oc1ccc(Br)cc1)C(=O)NCC1(N2CCCCC2)CCCCC1 (centres undefined),45%,-9%,.,i,-8%,
O=C(NCCOc1ccccc1)c1ncn[nH]1,11%,-7%,35%,0.7%,2%,
O=Cc1cn(CC(=O)N2CCCCC2)c2ccccc12,8%,-2%,-5%,0.2%,-1%,
O=C(Cc1ccccc1)N1O[C@H]2C=C[C@@H]1CC2,.,.,.,i,-4%,
O=C1CNCc2[nH]c3ccccc3c2N1c1ccccc1,17%,-7%,-15%,8.0%,11%,
CCOC(=O)c1sc(NC(=O)CN2C(=O)c3cccc4cccc(c34)C2=O)nc1C,-16%,3%,2%,i,0%,
CS(=O)(=O)N(CC(=O)N1CCCC1)c1cccc(F)c1,12%,-1%,-1%,0.7%,-4%,
Cc1ccc(NC(=O)C2CCCN(c3ncccn3)C2)c(C)c1 (centres undefined),-11%,7%,1%,0.5%,2%,
O=C(O)CSCc1c(F)cccc1Cl,-3%,-5%,-14%,i,5%,
COc1ccc(CCN2CCCn3c2nc2c3c(=O)n(Cc3ccccc3F)c(=O)n2C)cc1OC,27%,6%,3%,8.5%,6%,
CCc1cc2c(-n3nc(C)cc3C)ncnc2s1,7%,8%,7%,2.1%,-12%,
COc1ccccc1/C=C/C=N/n1c(COc2ccccc2)n[nH]c1=S,-16%,-2%,12%,2.2%,-16%,
CC(C)C(=O)Nc1ccc(C(=O)NNC(=O)C(c2ccccc2)c2ccccc2)cc1,1%,5%,-1%,i,3%,
COc1ccc(CCNC(=O)C2CCN(S(=O)(=O)c3ccc4nc5c(c(C(=O)O)c4c3)CCCC5)CC2)cc1OC,-2%,-1%,1%,1.6%,-3%,
O=C(NC(=S)Nc1cccc(NC(=O)c2ccccc2Cl)c1)c1cccs1,0%,3%,1%,2.3%,-7%,
O=C(Cc1ccc(-c2ccccc2)cc1)NCc1cccnc1,37%,9%,-9%,i,12%,
Cc1ccc2[nH]nc(C(=O)N3CCCC(C(=O)c4ccc(Cl)cc4)C3)c2c1 (centres undefined),12%,22%,-7%,12%,2%,
CCn1c(N)c(C(=O)NCc2cccnc2)sc1=S,2%,-2%,-11%,2.9%,-16%,
CC(C)=CCC/C(C)=C/CNC(=O)C[C@H]1C[C@H](C(=O)N2CCOCC2)[C@@]2(CCC3CCCC3)c3[nH]c4cc(-c5ccco5)ccc4c3CCN2C1=O,.,.,.,i,-2%,
COc1ccc(OCC(O)CNC(=O)c2ccc(OC)cc2)cc1 (centres undefined),25%,11%,-5%,i,-7%,
C=CCNC(=S)Nc1ccc(Br)cc1F,73%,12%,4%,1.3%,-9%,
COc1ccc(C(O)c2nccn2Cc2ccccc2)cc1 (centres undefined),40%,-2%,0%,1.1%,17%,
Cc1ccc(/C(N)=N/OC(=O)c2cccs2)cc1,62%,-4%,-2%,i,16%,
CCOC(=O)[C@@H]1[C@H]2COc3ccccc3[C@H]2N2C(=O)N(c3ccc(F)cc3)C(=O)[C@]12C,20%,-1%,6%,i,14%,
COc1cc(NC(=O)c2cccc3c2C(=O)N(Cc2cccnc2)C3)cc(OC)c1OC,31%,-5%,-4%,7.3%,-28%,
CCC(NC(=O)CCCc1ccccc1)c1ccccc1 (centres undefined),16%,-12%,-4%,31%,-7%,
COc1cccc(-c2ccc(SCC(=O)N3CCN(c4ccccc4)CC3)nn2)c1,32%,3%,-6%,12%,5%,
Cc1ccc(NC(=O)NCCN2CCN(c3ccccc3)CC2)cc1Cl,8%,6%,-6%,0.3%,-2%,
Cc1ccc(C(=O)OCC(=O)NC(=O)NCc2ccccc2)cc1C,-24%,0%,.,1.0%,-4%,
O=C(CCNS(=O)(=O)c1cccc(C(F)(F)F)c1)NC1CC1,2%,5%,.,2.6%,-10%,
CCc1ccc(-n2c(=O)c3c(C)c(C(=O)N(C)C)sc3n(CC(=O)NCC3CCCO3)c2=O)cc1 (centres undefined),20%,-8%,7%,i,-5%,
COC(=O)C(=Nc1ccccc1)/C(C(=O)C(=O)N(C)c1ccccc1)=C(\O)c1ccccc1,-11%,-4%,1%,1.1%,-18%,
Cc1noc(C)c1S(=O)(=O)N1CCN(c2ccc([N+](=O)[O-])cc2)CC1,-9%,14%,-33%,0.3%,1%,
CC(C)CC12CN3CCN(CC(C3)C1O)C2 (centres undefined),0%,-10%,13%,i,-1%,
COC(=O)c1ccc(N=Cc2c(C(F)(F)F)[nH][nH]c2=O)cc1,11%,?,-7%,i,-10%,
CCCC(=O)n1nc(-c2ccco2)nc1SCc1ccccc1,33%,-6%,-9%,0.5%,0%,
O=c1c2c3n(c(=O)nc2[nH]n1-c1ccccc1)CCCCC3,1%,1%,-13%,9.1%,3%,
COc1ccc(NC(=O)CC2SC(=Nc3ccccc3)NC2=O)cc1 (centres undefined),-12%,-9%,-5%,7.7%,8%,
Cc1ccc(C(=O)Nc2ccccc2N2CCCC2)cc1,?,?,-1%,0.2%,-6%,
COc1ccc(NC(=O)C(=O)NCC2CCCN2S(=O)(=O)c2cccs2)cc1 (centres undefined),-8%,-1%,6%,12%,-2%,
Cc1cc(C)nc(SCC(=O)Nc2ccc(S(=O)(=O)Nc3nccs3)cc2)n1,28%,3%,1%,0.4%,-7%,

# Ordered by SMILES length (highest first): some entries from above
SMILES,tuberculosis growth,M. tuberculosis HTS,PhoP GFP inhibition,VEEV TC-83 Vero,influenza NS1A,others
COC(=O)C(=Nc1ccccc1)/C(C(=O)C(=O)N(C)c1ccccc1)=C(\O)c1ccccc1,-11%,-4%,1%,1.1%,-18%,
Cc1cc(C)nc(SCC(=O)Nc2ccc(S(=O)(=O)Nc3nccs3)cc2)n1,28%,3%,1%,0.4%,-7%,
Cc1ccc(/C(N)=N/OC(=O)c2cccs2)cc1,62%,-4%,-2%,i,16%,

# Among those listed so far, 2 contain bromine.
SMILES,tuberculosis growth,M. tuberculosis HTS,PhoP GFP inhibition,VEEV TC-83 Vero,influenza NS1A,others
CC(Oc1ccc(Br)cc1)C(=O)NCC1(N2CCCCC2)CCCCC1 (centres undefined),45%,-9%,.,i,-8%,
C=CCNC(=S)Nc1ccc(Br)cc1F,73%,12%,4%,1.3%,-9%,

# (listing goes on)
SMILES,tuberculosis growth,M. tuberculosis HTS,PhoP GFP inhibition,VEEV TC-83 Vero,influenza NS1A,others
COc1ccccc1C(=O)N1CCCC1(C#N)c1ccccc1 (centres undefined),14%,-10%,-9%,i,-11%,
COc1ccc(S(N)(=O)=O)cc1C(=O)NCCCN1CCN(c2ccccc2OC)CC1,-11%,3%,-8%,0.7%,-13%,
Cc1nn(C)cc1C(=O)NNC(=S)Nc1ccccc1,.,-5%,-13%,3.4%,1%,
Cc1noc(C)c1CSCC(=O)N(C)CC(=O)Nc1ccccc1C(F)(F)F,0%,-11%,.,i,1%,
Cc1oc(-c2ccccc2Cl)nc1CS(=O)(=O)CC(=O)NCCN1CCOCC1,6%,1%,7%,0.4%,-1%,VEEV TC-83 Vero 10K pilot screen=0.0
COc1cccc(N(C(=O)c2ccco2)C(C(=O)NC2CCCC2)c2ccc(N(C)C)cc2)c1 (centres undefined),26%,7%,1%,3.6%,0%,

# Random excerpt: 6 records from the list.
SMILES,tuberculosis growth,M. tuberculosis HTS,PhoP GFP inhibition,VEEV TC-83 Vero,influenza NS1A,others
Cc1noc(C)c1CSCC(=O)N(C)CC(=O)Nc1ccccc1C(F)(F)F,0%,-11%,.,i,1%,
O=C(NCCOc1ccccc1)c1ncn[nH]1,11%,-7%,35%,0.7%,2%,
CC(C)C(=O)Nc1ccc(C(=O)NNC(=O)C(c2ccccc2)c2ccccc2)cc1,1%,5%,-1%,i,3%,
CC(=O)Nc1ccc(S(=O)(=O)NCCC(=O)Nc2cccc(Cl)c2)cc1,6%,2%,0%,4.3%,4%,
CCOC(=O)c1sc(NC(=O)CN2C(=O)c3cccc4cccc(c34)C2=O)nc1C,-16%,3%,2%,i,0%,
O=[N+]([O-])c1cc(-c2cnc3ccccc3n2)ccc1Oc1ccc(Cl)cc1,70%,0%,-5%,i,-5%,
